MEP2-GFP yeast: alters MEP2-GFP fluorescence in TOR pathway yeast screen; S. cerevisiae MEP2-GFP strain, flow cytometry GFP, 3 h; 100% = DMSO control level; GFP response vs DMSO, % at 10 µM; actives 0.51% (n = 330,000);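 active = GFP response versus DMSO above a set limit, roughly screen mean plus 3 SD, cut at about 180% in these data; inconclusive = fewer than 70 cells counted for a yeast strain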;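 note: median GFP fluorescence of the barcode-gated MEP2-GFP cells per well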
RPL19A-GFP yeast: yeast TOR pathway RPL19A-GFP modulation; S. cerevisiae RPL19A-GFP strain, flow cytometry, 3 h; active compounds read low; percent response vs DMSO, % at 10 µM; actives 0.3% (n = 330,000);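 active = percent response vs DMSO below 50%; inconclusive = fewer than 70 events counted for the yeast strain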;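 note: median channel GFP fluorescence of the barcoded RPL19A-GFP strain; ratio of sample median GFP to plate DMSO average so 100% = DMSO; lower means less RPL19A-GFP as with rapamycin TOR inhibition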
GASC-1 inh: blocks human GASC-1 demethylase activity | GST-JMJD2C(1-420) H3K9me3 demethylation, DELFIA europium | inhibition, % at 2.35 µM | actives 0.069% (n = 330,000) | AID 2099;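 active = more than half of a compound's replicate wells show inhibition beyond 50%, single wells judged on their own value; inconclusive = some, but no more than half, of replicates pass 50% inhibition; inactive = no replicate passes 50% inhibition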;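 note: signal counts dimethyl H3K9 product captured on neutravidin plate; 0% = median of DMSO wells and 100% = 0.3 times that DMSO median; strong numbers were not always called active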
Target sequence (Q9H3R0 1-420 limits assumed): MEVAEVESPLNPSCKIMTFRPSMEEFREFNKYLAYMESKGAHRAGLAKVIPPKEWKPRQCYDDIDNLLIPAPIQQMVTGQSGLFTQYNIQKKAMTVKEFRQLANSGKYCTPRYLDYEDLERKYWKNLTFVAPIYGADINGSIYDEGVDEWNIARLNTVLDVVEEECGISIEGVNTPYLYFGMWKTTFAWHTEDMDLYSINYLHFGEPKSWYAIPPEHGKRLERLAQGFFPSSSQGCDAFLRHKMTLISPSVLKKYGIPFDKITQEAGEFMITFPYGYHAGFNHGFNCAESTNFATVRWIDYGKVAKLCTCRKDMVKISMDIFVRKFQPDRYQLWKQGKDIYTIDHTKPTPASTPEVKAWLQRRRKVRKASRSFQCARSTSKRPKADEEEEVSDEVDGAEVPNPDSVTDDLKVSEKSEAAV
proCasp7 act: counter-screen for procaspase-3 activators: activators of human procaspase-7; P55210; activation, % at 8.5 µM; actives 0.093% (n = 330,000); recombinant procaspase-7, Ac-DEVD-pNA absorbance 405 nm; D23A/D198A/D206A triple mutant, cannot self-cleave; scale: DMSO 0, 5 µM enzyme 100; AID 463210;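 active = percent activation above the screen-wide mean plus 3 SD, cut at about 25% in these data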
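Assay system: Uncleavable procaspase-7 mutant enzyme; Input: 2 µM procaspase-7 mutant as dispensed; Also added: DEVD-pNA substrate; Medium: Zinc-free HEPES pH 7.4 with 300 mM NaCl, 0.01% Triton X-100; Timing: 1 h compound preincubation, 2 h substrate cleavage, 25 °C; Measured by: Epi-absorbance of released pNA at 405 nm, two timepoints.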
proCasp3 act: activates human procaspase-3; P42574; recombinant procaspase-3 D3A, Ac-DEVD-pNA absorbance 405 nm; activation, % at 8.5 µM; actives 0.11% (n = 330,000);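 active = activation above the mean of all tested compounds plus 3 SD, cut at about 21% in these data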;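 note: 0% = DMSO alone and 100% = DMSO wells spiked with extra 5 µM PC-3 D3A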
Target sequence (P42574 whole entry D9A/D28A/D175A): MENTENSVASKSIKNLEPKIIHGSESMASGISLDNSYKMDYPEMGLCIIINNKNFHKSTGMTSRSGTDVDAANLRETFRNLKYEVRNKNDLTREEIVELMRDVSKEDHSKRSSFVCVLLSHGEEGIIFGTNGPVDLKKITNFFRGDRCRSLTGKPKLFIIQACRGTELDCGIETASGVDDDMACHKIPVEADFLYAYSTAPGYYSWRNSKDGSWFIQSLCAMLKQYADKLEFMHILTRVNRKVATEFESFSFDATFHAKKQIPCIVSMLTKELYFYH
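material = Procaspase-3 D3A mutant | probe or stimulus = Ac-DEVD-pNA | compound = single dose, 8.5 µM nominal compound, 0.8% DMSO | timing = 1 h preincubation, 2 h reaction | measured by = 405 nm absorbance of p-nitroaniline, reads at 0 and 120 min | benchmarks = DMSO-only low control, 5 µM PC-3 D3A high control | repeats = singlicate, each compound tested once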
CR mimetic SO: caloric restriction mimetics inhibiting age-related superoxide in yeast; S. cerevisiae aged cells, superoxide DHE fluorescence; active compounds read low; actives 0.18% (n = 330,000); superoxide response (% of plate mean), % at 10 µM; AID 2690;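 active = superoxide response under a set limit, about three screen SD below normal, cut at about 65% in these data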;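 note: yeast aged for seven days with compound at 30 °C before DHE staining; 100% = average MFI of all compound-treated wells on the plate with controls excluded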
AHR act: human AHR activation; AID 2796; activation, % at 5 µM; actives 2.5% (n = 320,000); AHR-responsive luciferase reporter cells, luminescence; P35869; in the data active = activation above about 47%;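 note: 0% = vehicle wells and 100% = reference agonist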
LAP4 TOR yeast: modulators of TOR pathway LAP4-GFP in S. cerevisiae; S. cerevisiae LAP4-GFP multiplex, flow cytometry GFP, 3 h; median GFP as percent of DMSO wells; GFP response vs DMSO, % at 10 µM; actives 0.34% (n = 320,000); AID 2023;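 active = GFP response vs DMSO above a set limit, about the screen mean plus 3 SD, cut at about 150% in these data; inconclusive = under 70 cell events counted for the yeast strain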
An asterisk follows results filed as active; ? = inconclusive.

Every second line gives: MEP2-GFP yeast, RPL19A-GFP yeast, GASC-1 inh, proCasp7 act, proCasp3 act, CR mimetic SO, AHR act, LAP4 TOR yeast
COc1ccc(-n2nc(C(=O)NCC(=O)N3CCCC(C)C3)c3ccccc3c2=O)cc1Cl (stereo unspecified)
  100, 95, 0, -2, -3, 110, 2, 102
CCOC(=O)C(=CNNc1c(C)csc1C(=O)OC)C(=O)OCC
  94, 99, -15, -9, -4, 115, 14, 97
O=C(O)C/C(=C\c1cc(Br)cs1)c1nc2ccccc2o1
  97, 98, 1, 3, 7, 122, 9, 92
Cc1cc(OCC(=O)NCCCN(C)C)cc(C)c1Br
  99, 91, 1, 8, 7, 98, 4, 95
COCc1nnc(NS(=O)(=O)c2ccc([N+](=O)[O-])cc2)s1
  100, 109, 2, -17, -2, 127, 2, 120
CC(C)CCC(CCN1CCCC1)c1ccc2c(c1)OCO2 (stereo unspecified)
  98, 102, 4, 6, 8, 90, 0, 114
O=C(COc1ccccc1Cl)NCc1ccccc1
  105, 99, 1, 2, 7, 102, 6, 107
COc1ccc(/C=C/C(=O)N2CCN(c3ccccn3)CC2)c(OC)c1OC
  104, 103, -9, -10, 9, 101, 5, 93
COC1=C/C(=C/c2c(N)n3c(nc2=O)sc2cc(S(C)(=O)=O)ccc23)C=CC1=O
  106, 97, 6, 4, 0, 109, 0, 96
CCOC(=O)c1cc(-c2ccccc2)n(Cc2cc(CC)no2)n1
  100, 98, -7, 6, 2, 104, 0, 98
COc1ccc(C2(O)CCN(CC(=O)Nc3nc(-c4ccccc4)cs3)CC2)cc1
  102, 97, 4, 3, 8, 97, 7, 90
O=C(COC(=O)c1cccc(NS(=O)(=O)c2ccc(F)c(F)c2)c1)NC(=O)NC1CCCC1
  100, 96, -4, 8, -1, 101, 0, 94
O=C1Nc2ccc(F)cc2C12Nc1ccccc1-c1nnc(SCc3ccccc3F)nc1O2 (stereo unspecified)
  102, 102, -2, 3, 3, 121, 9, 98
O=C(N/N=C/c1ccc2cccc(OCc3ccccc3)c2n1)c1ccc(Cl)cc1
  98, 99, -2, 7, 7, 98, 99*, 94
COCCn1cnc2c1c(=O)n(CC(=O)c1ccc3c(c1)OCCO3)c(=O)n2Cc1ccccc1
  97, 95, 11, 2, 4, 88, 0, 101
O=C(C1CCN(c2nnc(-n3cccc3)s2)CC1)N1CCOCC1
  97, 101, -1, 3, 9, 93, 0, 97
COc1ccc(OCC(O)CN2CCc3ccccc3C2)cc1 (stereo unspecified)
  106, 99, -14, 12, -10, 96, 1, 96
CSCCC(=O)N1CCC(n2nccc2NC(=O)CCCc2ccccc2)CC1
  108, 105, 5, -9, -1, 129, 14, 112
COc1ccc(N2CC(C(=O)OCC(=O)Nc3cccc(C)c3)CC2=O)cc1 (stereo unspecified)
  94, 100, -13, 4, 2, 99, -1, 97
CC1=NN(Cc2ccccc2)C(=O)C1
  103, 102, 1, -30, -20, 87, 1, 102

AHR act, what is marked active above.
canonical_smiles	MEP2-GFP yeast	RPL19A-GFP yeast	GASC-1 inh	proCasp3 act	AHR act	LAP4 TOR yeast
O=C(N/N=C/c1ccc2cccc(OCc3ccccc3)c2n1)c1ccc(Cl)cc1	98	99	-2	7	99*	94

More entries follow:
Every second line gives: MEP2-GFP yeast, RPL19A-GFP yeast, GASC-1 inh, proCasp7 act, proCasp3 act, CR mimetic SO, AHR act, LAP4 TOR yeast
Cc1cccc(C)c1NC(=O)Nc1cccs1
  97, 105, -5, -6, -6, 96, 4, 103
CCOC(=O)c1c(C)c(C(=O)NCc2ccco2)c(C)n1C
  100, 98, -16, 13, -3, 91, 7, 93
COc1ccc(C(C)=O)cc1COC(=O)c1cccc(N(C)C)c1
  102, 98, -38, 2, -5, 79, 2, 100
O=C(CN1CCOCC1)NNC(=S)Nc1ccccc1
  90, 93, -8, -9, -10, 85, 3, 99
O=C(Nc1sc2c(c1C(=O)O)CCC2)c1ccccc1
  109, 104, 0, -1, -1, 197, 7, 101
N#Cc1ccc(CSc2nnc(-c3ccccn3)n2-c2ccccc2)cc1
  109, 102, 3, 9, 3, 101, 2, 107
CN(C(=O)NC(=O)C1=C(N2CCOCC2)/C(=C/c2ccccc2)CC1)S(C)(=O)=O
  96, 91, 7, -45, -28, 103, 0, 103
COCCSc1nnc(NC(=O)Cc2cccs2)s1
  108, 102, -24, 11, -1, 100, 4, 104
CCCc1nnc(SCC(=O)N2C(C)CCCC2C)n1CC1CCCO1 (stereo unspecified)
  105, 97, 13, 8, -1, 100, 4, 100
COc1ccccc1C(=O)C1CCCN(C(=O)c2cc(CC(C)C)nc(C)n2)C1 (stereo unspecified)
  103, 108, 24, -1, -2, 90, 11, 93
CC(=O)Nc1cccc(C(=O)OC(C(=O)c2ccc(C)cc2)c2ccccc2)c1 (stereo unspecified)
  98, 101, 4, -5, 5, 95, 0, 91
Cn1cccc1CC(=O)NNC(=S)NC(=O)c1ccccc1Br
  92, 89, 5, -19, -3, 90, 1, 92
Cc1ccc(NC(=O)C2CSC3(C)CCC(=O)N23)cc1S(=O)(=O)N1CCOCC1 (stereo unspecified)
  123, 94, 3, 11, 1, 101, 1, 104
Cc1ccc(CC(=O)NC2CCN(Cc3ccccc3)CC2)cc1
  104, 102, 3, -11, 1, 95, -1, 98
CCCCN1CC(=O)N2[C@H]3c4cc(C)ccc4OC[C@@H]3[C@H](c3ccccc3)[C@]2(C)C1=O
  105, 111, 4, 9, 2, 104, 0, 100
C1CCc2c(nc3nnnn3c2NCC2CC2)C1
  99, 93, -6, 1, 4, 104, 0, 102
FC(F)(F)c1nnc2sc(-c3ccncc3)nn12
  103, 103, 8, 10, -8, 115, -1, 101
COc1ccc(-c2ccc(CCC(=O)O)n2NC(=O)c2cccs2)cc1
  92, 97, 8, -24, -14, 89, 3, 99
CC(=O)Nc1ccc(NC(=O)CSc2nnc(NC(=O)C3CC(=O)N(c4ccc(F)cc4)C3)s2)cc1 (stereo unspecified)
  ?, ?, 1, -1, -1, 89, -1, ?
CCCCC(=O)N1CCN(c2ccc(OC)cc2[N+](=O)[O-])CC1
  108, 101, 3, -6, 6, 93, -1, 104

Structures above that have a nitro group on carbon, in the order listed:
Every second line gives: MEP2-GFP yeast, RPL19A-GFP yeast, GASC-1 inh, proCasp7 act, proCasp3 act, CR mimetic SO, AHR act, LAP4 TOR yeast
COCc1nnc(NS(=O)(=O)c2ccc([N+](=O)[O-])cc2)s1
  100, 109, 2, -17, -2, 127, 2, 120
CCCCC(=O)N1CCN(c2ccc(OC)cc2[N+](=O)[O-])CC1
  108, 101, 3, -6, 6, 93, -1, 104

Additional entries follow.
Every second line gives: MEP2-GFP yeast, RPL19A-GFP yeast, GASC-1 inh, proCasp7 act, proCasp3 act, CR mimetic SO, AHR act, LAP4 TOR yeast
CCCCN(CC)CCCNC(=O)c1cn(C)c2ccc(S(=O)(=O)N(C)C3CCCCC3)cc2c1=O
  90, 97, -1, 8, 6, 90, 1, 91
Cc1ccc2cc3cc(C(=O)NCCCN4CCCC4=O)oc3nc2c1
  114, 104, -6, 2, 4, 92, 15, 100
COCCn1c(SCC(=O)c2c(N)n(C3CC3)c(=O)[nH]c2=O)nnc1-c1ccc(Cl)cc1
  105, 107, 8, -4, 4, 98, 0, 99
O=C(COc1ccc([N+](=O)[O-])cc1)Nc1cccc2nsnc12
  101, 85, 4, -10, -2, 88, 7, 73
CCOC(=O)c1ccc(N2C(=O)C(O)=C(C(C)=O)C2c2ccccn2)cc1 (stereo unspecified)
  98, 92, -1, 5, 4, 97, 3, 93
O=C(COc1cccnc1[N+](=O)[O-])Nc1ccccc1Sc1ccccc1
  94, 100, 1, 0, -7, 89, 0, 90
Cc1nc2ccccc2cc1C(=O)N/N=C/c1cccs1
  103, 103, -10, 0, 9, 90, 3, 102
O=S(=O)(NCC1CCCO1)c1ccc2oc3ccc(S(=O)(=O)NCC4CCCO4)cc3c2c1 (stereo unspecified)
  ?, ?, 56, 2, 5, 90, 8, ?

Whole records, quoted from the list. Values in the order: MEP2-GFP yeast, RPL19A-GFP yeast, GASC-1 inh, proCasp7 act, proCasp3 act, CR mimetic SO, AHR act, LAP4 TOR yeast
`O=S(=O)(NCC1CCCO1)c1ccc2oc3ccc(S(=O)(=O)NCC4CCCO4)cc3c2c1` (stereo unspecified) is entered as ?, ?, 56, 2, 5, 90, 8, ?
`Cc1nc2ccccc2cc1C(=O)N/N=C/c1cccs1` is entered as 103, 103, -10, 0, 9, 90, 3, 102
`COCCn1c(SCC(=O)c2c(N)n(C3CC3)c(=O)[nH]c2=O)nnc1-c1ccc(Cl)cc1` is entered as 105, 107, 8, -4, 4, 98, 0, 99
`CCOC(=O)c1ccc(N2C(=O)C(O)=C(C(C)=O)C2c2ccccn2)cc1` (stereo unspecified) is entered as 98, 92, -1, 5, 4, 97, 3, 93
`O=C(COc1cccnc1[N+](=O)[O-])Nc1ccccc1Sc1ccccc1` is entered as 94, 100, 1, 0, -7, 89, 0, 90

High-throughput results (PubChem)
